HTR2A ag: mouse Htr2a agonists via beta-arrestin recruitment, primary screen, cell-based, luminescence; 5-hydroxytryptamine receptor 2A (Mus musculus), P35363; CHO-K1 mHTR2A beta-arrestin complementation; percent of 30 µM serotonin response; activation, % at 7.6 µM; actives 0.66% (n = 360,000); AID 624169, 2012;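 active means activation above a run cutoff, the mean activation of all tested compounds plus 3 SD, cut at about 14% in these data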;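 further: 0% = plate median of compound wells and 100% = 30 µM serotonin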
Target sequence (P35363 whole entry, looked up): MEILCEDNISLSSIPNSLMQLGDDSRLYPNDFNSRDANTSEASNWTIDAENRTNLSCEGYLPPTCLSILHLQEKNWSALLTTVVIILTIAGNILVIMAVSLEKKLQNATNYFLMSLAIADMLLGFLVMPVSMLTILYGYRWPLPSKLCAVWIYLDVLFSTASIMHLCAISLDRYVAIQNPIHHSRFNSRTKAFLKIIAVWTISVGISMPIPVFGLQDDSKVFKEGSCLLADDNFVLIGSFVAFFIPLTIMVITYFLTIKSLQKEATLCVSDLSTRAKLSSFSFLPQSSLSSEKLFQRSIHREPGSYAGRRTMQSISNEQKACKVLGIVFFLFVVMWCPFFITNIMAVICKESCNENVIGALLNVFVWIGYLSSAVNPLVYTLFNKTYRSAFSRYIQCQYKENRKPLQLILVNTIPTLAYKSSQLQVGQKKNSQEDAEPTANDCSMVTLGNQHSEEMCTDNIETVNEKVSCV
ABCB6 inh 2: ABCB6 transporter inhibitors, primary screen, K562-ABCB6 cells, flow cytometry, MLPCN library. ATP-binding cassette sub-family B member 6 (Homo sapiens), Q9NP58. K562-ABCB6 porphyrin accumulation, 1 h; active compounds read low. fluorescence ratio to DMSO, % at 10 µM. actives 0.19% (n = 360,000). AID 602162, 2011;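 active means fluorescence ratio to DMSO below 75%, the collection mean minus 3 SD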;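 further: signal is porphyrin accumulated inside mitochondria; 100% equals median channel fluorescence of DMSO control wells; lower ratio means ABCB6 inhibition with less porphyrin fluorescence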
N-glyco inh: increase of ERlucT glycosylation luciferase signal, primary screen, N-linked glycosylation inhibitor project, D54 ERlucT cells, luminescence, set 2 | AID 588692, 2011 | actives 0.23% (n = 360,000) | D54 ERlucT glycosylation luciferase reporter, 24 h; percent of 100 nM tunicamycin response | reporter increase, % at 12.5 µM;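 active means mean luciferase reporter signal, scaled so untreated is 0 and the glycosylation-blocking control 100, at or above a set limit in every replicate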;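 further: luciferase carries N-glycosylation sites so blocking glycosylation raises the light; 0% = median of neutral control wells and 100% = median of 100 nM tunicamycin wells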
Cardio protect: cardioprotection against H2O2-induced cell death, primary screen, uHTS, H9c2 cells, ATPLite luminescence; H9c2 cardiomyocytes, H2O2 injury protection, 2 h; protection from H2O2 cell death, % at 20 µM; actives 0.63% (n = 360,000); AID 588492, 2011;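 active means compounds giving at least 50% protection of heart cells from peroxide-induced death in the single-dose screen, raw or plate-pattern-corrected value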;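 further: 0% = DMSO wells with peroxide and 100% = DMSO wells without peroxide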
TLR9-MyD88 inh: inhibitors of TLR9-MyD88 association in cells, primary screen, cell-based, CHO, BLA complementation, fluorescence; CCF4 FRET ratio; inhibition, % at 4.98 µM; actives 0.21% (n = 340,000); AID 504734, 2011;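 active means inhibition above the mean over all tested compounds plus 3 SD, cut at about 21% in these data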;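 further: 0% = DMSO only wells and 100% = clavulanate BLA inhibitor control wells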
MC4R antag cAMP: MC4R antagonists of cAMP signaling, primary screen, cell-based, TR-FRET, antagonist arm of biased-ligand search; inhibition, % at 6.5 µM; actives 0.48% (n = 360,000); Melanocortin receptor 4 (Homo sapiens), P32245; MC4R-expressing cells, MTII-stimulated cAMP, LANCE TR-FRET;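 active means inhibition above its plate's cutoff, the mean of tested wells on that plate plus 3 SD, cut at about 29% in these data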;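 further: 0% = Melanotan II alone and 100% = Melanotan II plus saturating MCL0020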
Target sequence (P32245 whole entry, looked up): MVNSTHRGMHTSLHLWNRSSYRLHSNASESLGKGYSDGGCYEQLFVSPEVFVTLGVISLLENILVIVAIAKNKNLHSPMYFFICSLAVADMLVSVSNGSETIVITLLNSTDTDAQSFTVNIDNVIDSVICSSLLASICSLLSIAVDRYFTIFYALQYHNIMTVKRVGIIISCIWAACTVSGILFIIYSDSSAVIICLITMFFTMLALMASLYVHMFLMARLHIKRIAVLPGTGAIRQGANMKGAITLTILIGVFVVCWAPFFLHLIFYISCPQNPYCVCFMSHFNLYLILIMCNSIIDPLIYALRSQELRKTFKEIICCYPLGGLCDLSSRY
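System – human MC4R-expressing U2OS cells · Also added – Melanotan II · Dosing – one concentration, 6.5 µM nominal · Timing – 30-min compound, 1-h challenge, 1-h detection, room temperature · Measured by – Eu-cAMP/anti-cAMP TR-FRET, emission 671 nm · Replicates – singlicate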
NCOA2 inhibitor: inhibition of GAL4-SRC2 driven luciferase reporter, primary screen, SRC2 inhibitor project, cell-based, luminescence; actives 0.17% (n = 370,000); HEK293 GAL4-SRC2 luciferase reporter; Nuclear receptor coactivator 2 (Homo sapiens), Q15596; inhibition, % at 9 µM; AID 651957, 2012;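 active means inhibition above the mean inhibition of all tested compounds plus 3 SD, set per campaign, cut at about 52% in these data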;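 further: 0% = DMSO treated cells and 100% = cells given Gossypol at 36 µM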
NOD2-RIPK2 inh: NOD2-RIPK2 binding disruptors in cells, primary screen, fluorescence, CHO cells, BLA complementation. Receptor-interacting serine/threonine-protein kinase 2 (Homo sapiens), O43353. CCF4 ratio. inhibition, % at 4.98 µM. actives 0.38% (n = 360,000). AID 624267, 2012; in the data active means inhibition above about 21%;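 further: 0% = vehicle only and 100% = reference blocker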
ABHD5 PLIN5 PPI: ABHD5-PLIN5 interaction inhibitors, primary screen, cell lysate, split luciferase complementation, luminescence; Split G. princeps luciferase complementation, 4 h; inhibition, % at 4 µM; actives 0.78% (n = 360,000);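 active means inhibition above the mean inhibition across every tested compound plus 3 SD, cut at about 22% in these data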;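 further: 0% = DMSO only wells and the 100% control is not disclosed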
MC4R barr agon: MC4R agonists recruiting beta-arrestin, primary screen, cell-based, luminescence, agonist arm of biased-ligand search | actives 0.98% (n = 360,000) | activation, % at 8.9 µM | U2OS MC4R beta-arrestin complementation; percent of melanotan II response, DMSO zero | AID 540308, 2011 | Melanocortin receptor 4 (Homo sapiens), P32245;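 active means activation above a per-plate cutoff, the mean activation of sample wells on that plate plus 3 SD, cut at about 8% in these data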
* hit, by the source's call; / = not tested or not shown. A portion of the library; rates above refer to the full screens.

1	CCN1CCN(c2cc(C)c3cc(NC(=S)N4CCCC(C)C4)ccc3n2)CC1 (configuration not stated)
2	C[C@@H]1COC(=O)[C@H](CC(=O)OC(C)(C)C)C/C=C\C[C@H](CC(=O)N(CCO)Cc2ccccc2)C(=O)N1
3	O=c1c2c(nc3c(-c4ccc(Cl)cc4)c[nH]n13)CCC2
4	COc1ccc(NC(=O)N(C)C[C@H]2OCc3cnnn3CCCC(=O)N([C@H](C)CO)C[C@@H]2C)cc1
5	COc1cc(NC(=O)SC2=NCCS2)cc(OC)c1
6	Cc1ccc(N2C(=O)[C@@H]3C(C(=O)CCN4C(=O)c5ccccc5C4=O)=NN[C@@H]3C2=O)cc1
7	CCSc1nnc(-c2ccc(Cl)cc2)c2ccccc12
8	CC(C)[C@H](NC(=O)c1ccccc1)C(=O)OCC(=O)c1c(N)n(C)c(=O)n(C)c1=O

Compound	1	2	3	4	5	6	7	8
HTR2A ag	-4	5	-6	3	-2	-4	-1	-4
ABCB6 inh 2	97	100	99	101	97	98	102	82
N-glyco inh	-7	1	-2	2	1	0	-5	3
Cardio protect	2	2	21	-7	0	3	-10	-7
TLR9-MyD88 inh	5	-2	1	2	5	6	1	7
MC4R antag cAMP	18	-1	-1	0	7	4	2	-1
NCOA2 inhibitor	29	7	9	9	0	-8	-7	-10
NOD2-RIPK2 inh	18	0	-5	6	-1	-6	-22	-2
ABHD5 PLIN5 PPI	5	4	-2	-1	2	0	-4	-3
MC4R barr agon	-1.6	-0.2	-4.9	0.1	1.5	-1.5	19*	-2.1

Ordered by molecular weight (descending): some entries from above.
4	COc1ccc(NC(=O)N(C)C[C@H]2OCc3cnnn3CCCC(=O)N([C@H](C)CO)C[C@@H]2C)cc1
6	Cc1ccc(N2C(=O)[C@@H]3C(C(=O)CCN4C(=O)c5ccccc5C4=O)=NN[C@@H]3C2=O)cc1
7	CCSc1nnc(-c2ccc(Cl)cc2)c2ccccc12
3	O=c1c2c(nc3c(-c4ccc(Cl)cc4)c[nH]n13)CCC2

Compound	4	6	7	3
HTR2A ag	3	-4	-1	-6
ABCB6 inh 2	101	98	102	99
N-glyco inh	2	0	-5	-2
Cardio protect	-7	3	-10	21
TLR9-MyD88 inh	2	6	1	1
MC4R antag cAMP	0	4	2	-1
NCOA2 inhibitor	9	-8	-7	9
NOD2-RIPK2 inh	6	-6	-22	-5
ABHD5 PLIN5 PPI	-1	0	-4	-2
MC4R barr agon	0.1	-1.5	19*	-4.9

Next section
9	CCCS(=O)(=O)Nc1c(C(=O)O)[nH]c2ccccc12
10	Cc1ccc(C(=O)N2CCCC(C(=O)c3cc(F)ccc3F)C2)s1 (configuration not stated)
11	CCC1NC(=O)c2cccnc2-n2c1nc1ccc(OC)cc1c2=O (configuration not stated)
12	COc1ccc(C(=O)OC(C)C(=O)NC2CCCCC2C)cc1S(=O)(=O)N1CCOCC1 (configuration not stated)
13	COc1ccccc1NC(=O)NCCN1CCN(C(=O)Nc2ccccc2OC)CC1
14	COc1ccc(-c2cc(C(=O)N(C)CC(=O)Nc3cccc(F)c3)c3ccccc3n2)cc1
15	Cc1ccc(NC(=O)CCS(=O)(=O)c2cccc3nonc23)cc1Cl
16	CCc1nc2ccc(C(=O)N3CCN(C)CC3)cn2c1N(C)CCCc1ccccc1

Compound	9	10	11	12	13	14	15	16
HTR2A ag	1	1	-3	-7	1	1	0	-5
ABCB6 inh 2	98	95	98	101	98	99	94	98
N-glyco inh	1	0	2	1	3	4	2	0
Cardio protect	-4	0	-6	1	13	0	3	3
TLR9-MyD88 inh	-10	1	10	-8	-10	-16	0	/
MC4R antag cAMP	5	12	1	8	-6	5	-5	-2
NCOA2 inhibitor	-38	-18	-10	1	-16	14	-24	14
NOD2-RIPK2 inh	-4	2	3	4	7	-6	-4	-7
ABHD5 PLIN5 PPI	2	3	-10	-6	6	-6	1	-5
MC4R barr agon	-0.1	-1.1	0.2	0.3	-1.3	-1.1	1.4	-1.8

17	N#Cc1ccc2[nH]cc(CCO)c2c1
18	CCO[C@@H]1OC(C(=O)N2CCN(Cc3ccc4c(c3)OCO4)CC2)=C[C@H](C2CCCCC2)[C@H]1CCCO
19	CN=C1S/C(=C/c2cn(CC(=O)OC)c3ccccc23)C(=O)N1C
20	COc1ccc(CN2C(=O)C3C4C=CC(C4)C3C2=O)cc1 (configuration not stated)
21	CCOC(=O)c1ccc(NC(=O)COc2ccccc2CNCCO)cc1
22	Cc1cccc(Cc2cnc(NC(=O)CN3C(=O)/C(=C/c4ccccc4)SC3=S)s2)c1
23	c1ccc(CCC2Cc3ccccc3N2)cc1 (configuration not stated)
24	COC(=O)C1=C[C@@H](C(=O)OC)C2C3=C(C(=O)C24CCCCC4)[C@H](C)n2c(=O)n(C)c(=O)n2[C@@H]3C1 (some centres not stated)

Compound	17	18	19	20	21	22	23	24
HTR2A ag	-1	-4	5	4	-5	0	-4	-4
ABCB6 inh 2	97	97	102	98	94	96	100	102
N-glyco inh	0	-3	-2	0	-3	-1	-2	-1
Cardio protect	6	0	11	-1	8	-12	7	4
TLR9-MyD88 inh	-3	-13	-3	-3	-2	-1	3	-3
MC4R antag cAMP	-1	3	-3	-4	13	-4	5	7
NCOA2 inhibitor	-7	6	-9	12	-35	6	-22	5
NOD2-RIPK2 inh	-1	4	-10	5	-2	3	-2	-5
ABHD5 PLIN5 PPI	4	6	6	-4	10	-13	-5	-5
MC4R barr agon	-1.5	1.3	-0.4	-2.5	-3.6	-2.2	1.1	-0.6

25	O=C(Nc1ccc(N2CCOCC2)c(Cl)c1)c1ccc(F)cc1
26	Cc1oc(C)c(C(=O)Nc2ccc(CC(=O)O)cc2)c1C(=O)Nc1ccc(CC(=O)O)cc1
27	Cc1ccc(N(C)C(=O)CC(C)S(=O)(=O)c2ccc3c(c2)NC(=O)CO3)cc1 (configuration not stated)
28	O=C1Nc2ccc(Br)cc2C1(O)c1ccc(F)cc1 (configuration not stated)
29	CN1CCN(C(=O)/C(=C\c2cccs2)NC(=O)c2ccco2)CC1
30	COc1ccc(CNC(=O)Cn2nc([N+](=O)[O-])cc2C)cc1
31	COc1ccc(CCNS(=O)(=O)c2ccc3c(c2)NC(=O)CS3)cc1OC
32	CCCCc1c(O)nc(SCC(=O)Nc2ccc3c(c2)CCC3)[nH]c1=O

Compound	25	26	27	28	29	30	31	32
HTR2A ag	4	-2	0	0	-1	9	-4	-1
ABCB6 inh 2	97	92	101	93	98	99	99	99
N-glyco inh	-3	0	3	3	-6	1	-1	0
Cardio protect	3	4	-2	-5	-5	2	0	2
TLR9-MyD88 inh	-7	-4	11	5	-12	-1	-12	3
MC4R antag cAMP	12	9	-8	2	4	2	17	9
NCOA2 inhibitor	-46	-1	5	0	15	-12	0	-1
NOD2-RIPK2 inh	-7	-4	-2	-7	-4	8	-1	7
ABHD5 PLIN5 PPI	3	7	-2	-5	-5	-1	-5	-4
MC4R barr agon	2.1	-0.3	-2.4	-2.5	-1.3	-1.4	-2.0	-1.9

33	CN1CCN(C2=C(Cl)C(=O)c3ccccc3C2=O)CC1
34	COc1ccc(-c2csc(NC(=O)c3nc(-c4ccccc4)oc3C)n2)cc1
35	COc1ccc(S(=O)(=O)NCc2ccccn2)cc1
36	CCCCn1nc(C(=O)Nc2ccc3c(c2)OCCO3)c2ccccc2c1=O
37	CCOC(=O)N1CCN(C(=O)c2ccc3c(c2)N(Cc2cccc(Cl)c2)C(=O)c2ccccc2S3=O)CC1 (configuration not stated)
38	O=C(COc1cccc(NC(=O)c2ccco2)c1)c1ccc(F)cc1
39	O=C(CSc1nnc(Cn2nnc3ccccc32)o1)N(Cc1ccc(Cl)cc1)c1ccccc1
40	CCCc1cc(=O)[nH]c(SCC(=O)NC2(C#N)CCCCC2)n1
41	COc1ccccc1NC(=O)C1CCCN(S(=O)(=O)c2c(C)noc2C)C1 (configuration not stated)
42	COc1ccccc1OCC(=O)/C=C1/N(C)c2ccccc2C1(C)C

Compound	33	34	35	36	37	38	39	40	41	42
HTR2A ag	3	9	7	-8	-5	-1	-3	4	-3	-6
ABCB6 inh 2	110	91	91	101	99	103	106	104	93	143
N-glyco inh	-17	3	1	-5	-3	0	-4	0	4	0
Cardio protect	-20	3	5	14	-2	2	-20	-3	-4	-13
TLR9-MyD88 inh	0	-1	1	3	1	-1	-4	4	3	-4
MC4R antag cAMP	-6	-3	7	11	4	16	-2	-8	1	12
NCOA2 inhibitor	-4	-19	-28	-42	10	-21	18	8	1	14
NOD2-RIPK2 inh	-1	-6	0	2	2	-1	8	-3	-9	7
ABHD5 PLIN5 PPI	-40	3	-4	-1	3	12	-7	-9	1	-5
MC4R barr agon	-2.5	12*	1.3	1.1	-0.7	0.1	0.4	-1.8	-0.5	3.8
